Screening results (PubChem BioAssay)
Rac1 act GTP bind – alters GTP binding to activated mutant human Rac1 | P63000 | GST-Rac1 activated beads, fluorescent GTP binding, flow cytometry; actives lie on both sides; 100% means binding = to untreated wells | percent activity (GTP binding), % at 10 µM | 0.11% of 190,000 active;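 active = GTP binding at least 20 percentage points away from the 100% baseline, in either direction, so actives lie on both sides; inconclusive = Compound likely fluorescent itself, or too few beads counted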
HRas wt GTP – modulators of GTP binding to human HRas wildtype | GST-Ras wt beads, Bodipy-FL-GTP binding, flow cytometry; actives lie on both sides | GTP binding activity, % at 10 µM | 0.14% of 190,000 active;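 active = GTP binding activity at least 20% away from the 100% baseline, either lowered as inhibitor or raised as activator; inconclusive = flagged as likely green fluorescent, judged across all proteins in the well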;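 also: 0% = unlabeled GTP competition control and 100% = no-compound control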
Target sequence (P01112 whole entry, looked up): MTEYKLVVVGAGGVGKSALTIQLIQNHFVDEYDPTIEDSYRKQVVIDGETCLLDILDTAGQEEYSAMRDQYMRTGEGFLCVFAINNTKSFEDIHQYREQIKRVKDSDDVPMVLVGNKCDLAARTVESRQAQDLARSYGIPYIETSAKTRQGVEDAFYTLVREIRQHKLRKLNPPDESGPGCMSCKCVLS
Rac1 wt modul – alters GTP binding to wildtype human Rac1; GST-Rac1 beads, fluorescent GTP binding, flow cytometry; actives lie on both sides; 0 = cold GTP competed, 100 = untreated; GTP binding activity (% of control), % at 10 µM; 0.27% of 190,000 active;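 active = GTP binding activity at least 20 points away from the 100% control level, either lower or higher; inconclusive = compound flagged as likely green fluorescent, judged across all proteins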
ABCG2 block – blocks JC-1 efflux by human ABCG2 transporter | Q9UNQ0 | IgMXP3 cells, flow cytometry | inhibition, % at 6.6 µM | 0.1% of 190,000 active | AID 1325;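 active = inhibition above 80%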;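 also: 0% = DMSO and 100% = nicardipine control wells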
Target sequence (Q9UNQ0 whole entry, looked up): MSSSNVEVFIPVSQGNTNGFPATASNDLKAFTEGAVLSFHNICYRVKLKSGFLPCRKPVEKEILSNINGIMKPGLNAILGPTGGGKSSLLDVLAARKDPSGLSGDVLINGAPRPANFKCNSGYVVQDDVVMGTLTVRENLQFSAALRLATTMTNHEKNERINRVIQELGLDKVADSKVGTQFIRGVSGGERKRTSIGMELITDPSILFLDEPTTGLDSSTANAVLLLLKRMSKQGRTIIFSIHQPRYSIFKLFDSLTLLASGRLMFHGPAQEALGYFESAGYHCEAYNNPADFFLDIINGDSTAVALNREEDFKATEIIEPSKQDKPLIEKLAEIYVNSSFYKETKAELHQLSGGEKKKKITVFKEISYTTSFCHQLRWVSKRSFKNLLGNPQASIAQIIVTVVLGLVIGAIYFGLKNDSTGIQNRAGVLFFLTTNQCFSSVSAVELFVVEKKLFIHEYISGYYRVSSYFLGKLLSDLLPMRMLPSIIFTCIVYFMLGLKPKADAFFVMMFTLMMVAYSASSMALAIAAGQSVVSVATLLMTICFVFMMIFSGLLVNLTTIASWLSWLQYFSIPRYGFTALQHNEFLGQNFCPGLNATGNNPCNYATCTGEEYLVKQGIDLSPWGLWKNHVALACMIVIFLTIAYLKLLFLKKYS
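Incubation: cells with compound and JC-1, 10 min at 25 °C, rotating, no wash / Test system: IgMXP3 (ABCG2) plus far-red-tagged CCRF-Adr (ABCB1) cells / Compound dosing: one concentration, 6.6 µM final / Also added: JC-1 fluorescent substrate / Evaluation: efflux inhibition in percent versus controls / Detection: flow cytometry, 530 nm JC-1 signal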
Mcl1-Noxa inh – Mcl-1/Noxa interaction inhibition. TR-FRET Mcl-1/Noxa peptide binding, 2 h. AID 1022. inhibition, % at 21.7 µM. Q07820. 1.5% of 220,000 active;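 active = compounds that cut the protein-peptide binding signal by more than 50% relative to plate controls in a single-dose test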;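 also: His-tagged Mcl-1 with rhodamine Noxa BH3 peptide and terbium anti-His antibody; 0% = Mcl-1 plus Noxa peptide wells and 100% = peptide-only wells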
Pf gametocyte – inhibitors of late stage P. falciparum gametocyte viability | inhibition, % at 10.9 µM | 0.065% of 150,000 active | P. falciparum stage V gametocytes, ATP luminescence, 24 h;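 active = inhibition above the mean plus 3 SD of compounds within the control limits, set per campaign, cut at about 38% in these data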;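 also: 0% = DMSO wells and 100% = medium only without gametocytes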
Rab2 wt GTP – changes GTP binding to wildtype dog Rab2A, up or down; GTP binding activity, % at 10 µM; GST-Rab2 wt beads, Bodipy-GTP binding, flow cytometry; P61105; 0.19% of 190,000 active;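 active = GTP binding activity at least 20 points away from 100%, either lowered or raised; inconclusive = signal likely due to the compound's own green fluorescence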;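 also: 0% = beads with excess unlabeled GTP and 100% = no-compound control corrected for plate trend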
ABCB1 inh – human ABCB1 inhibition, ABCG2 as counter-screen. P08183. CCRF-Adr cells, JC-1 efflux, flow cytometry. inhibition, % at 6.6 µM. AID 1326. 0.067% of 190,000 active; in the data active = inhibition above about 40%;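 also: 0% = vehicle and 100% = reference inhibitor; higher value means more JC-1 retained so stronger ABCB1 efflux block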
Avidin bead fluor – compound fluoresces at 488/530 nm on avidin beads; compound fluorescence 488/530 nm, flow cytometry; stronger effect = higher value; fluorescence (KMESF) at 10 µM; 0.38% of 220,000 active; in the data active = fluorescence above about 47; also: inactives centre near 10
Rab7 wt GTP bind – dog Rab7 wildtype GTP binding, inhibitors and activators; GST-Rab7 beads, fluorescent GTP binding, flow cytometry; actives lie on both sides; untreated = 100%, excess cold GTP = 0%; GTP binding activity (percent of control), % at 10 µM; 0.055% of 190,000 active; AID 758;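 active = fluorescent GTP binding to Rab7 beads changed by at least 20 points from the 100% baseline, either direction, mostly lower; inconclusive = compound itself probably fluorescent, or too few beads counted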;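 also: median green fluorescence of bound Bodipy-FL-GTP per Rab7 bead population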
Cdc42 wt GTP – modulators (inhibitors or activators) of GTP binding to human Cdc42 wildtype; P60953; GST-Cdc42 beads, Bodipy-GTP binding, flow cytometry; actives lie on both sides; AID 761; 0.2% of 190,000 active; percent activity (GTP binding), % at 10 µM;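 active = percent activity GTP binding at least 20 points away from the 100% baseline, either down as inhibitor or up as activator; inconclusive = compound flagged as likely green fluorescent from well-wide comparison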;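 also: median bead fluorescence of bound Bodipy-FL-GTP at 100 nM; 0% = excess unlabeled GTP control and 100% = no compound control; below 100% means less GTP binding so inhibitor and above means activator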
Target sequence (P60953 whole entry, looked up): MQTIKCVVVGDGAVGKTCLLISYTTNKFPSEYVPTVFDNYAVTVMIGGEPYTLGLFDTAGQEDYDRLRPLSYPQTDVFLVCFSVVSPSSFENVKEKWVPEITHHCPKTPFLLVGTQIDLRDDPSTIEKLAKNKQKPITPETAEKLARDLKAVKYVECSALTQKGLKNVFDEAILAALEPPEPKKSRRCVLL
Active calls of the source: *; u = inconclusive; x = not tested or not shown.

SMILES | Rac1 act GTP bind | HRas wt GTP | Rac1 wt modul | ABCG2 block | Mcl1-Noxa inh | Pf gametocyte | Rab2 wt GTP | ABCB1 inh | Avidin bead fluor | Rab7 wt GTP bind | Cdc42 wt GTP
CC(C)c1nnc(NC(=O)CCC(=O)Nc2ccc(F)cc2)s1 | 98 | 100 | 103 | 0 | -21 | x | 101 | -0.2 | 10 | 103 | 101
COC(=O)Nc1nc(C)c(C(=O)c2ccccc2)s1 | 101 | 102 | 102 | 2 | 14 | x | 100 | 0.2 | 13 | 98 | 103
COc1ccc2cc(C#N)c(N3CCN(C(=O)c4ccccc4C)CC3)nc2c1 | 97 | 99 | 97 | 21 | 5 | -23 | 97 | 4.3 | 11 | 96 | 94
O=C(CSc1nc(-c2cccs2)cc(C(F)(F)F)n1)Nc1cc(OCC(F)(F)C(F)F)cc([N+](=O)[O-])c1 | 102 | 102 | 106 | 0 | -13 | 0 | 101 | 0.3 | 5 | 100 | 103
O=C(/C=C\c1cccs1)c1c(O)ccc2ccc(=O)oc12 | 95 | 96 | 100 | 12 | 16 | 0 | 96 | 0.1 | 2 | 96 | 93
Oc1ccccc1-c1nnc(SCCN2CCOCC2)n1Cc1ccccc1 | 98 | 100 | 100 | 1 | 29 | x | 102 | 0.7 | 10 | 100 | 103
O=C(/C=C/c1ccco1)NC(=S)Nc1nc(-c2ccc(Cl)cc2)cs1 | 97 | 99 | 100 | 3 | 10 | 4 | 97 | -0.4 | 13 | 102 | 101
COc1cc2cc(C(=O)Nc3ccccc3)c(N)nc2cc1OC | 93 | 88 | 92 | -1 | 7 | -10 | 88 | -0.3 | 10 | 93 | 92
O=c1oc(Nc2ccccc2Cl)nc2ccccc12 | 99 | 95 | 100 | 6 | 1 | x | 94 | 0.3 | 10 | 96 | 97
COc1ccc(NC(=O)/C=C/c2cc(OC)c(OC)c(OC)c2)cn1 | 94 | 98 | 96 | 1 | -3 | -18 | 97 | 0.1 | 21 | 104 | 94
O=C1Nc2ccc([N+](=O)[O-])cc2OC1CCN1CCN(Cc2ccccc2)CC1 (stereo unspecified) | 96 | 97 | 98 | 29 | 7 | 3 | 97 | 2.2 | 8 | 94 | 99
CC(C)=CC[N+]1(C)CCCCC1 | 102 | 101 | 110 | 0 | 3 | 7 | 99 | 0.0 | 13 | 99 | 105
CCCCCCCCNC(=O)C(CCC(=O)OCc1ccccc1)NC(C)=O (stereo unspecified) | 99 | 100 | 99 | 1 | -13 | x | 97 | 0.6 | 16 | 98 | 100
Cc1c([N+](=O)[O-])nnn1-c1cc(Cl)cc(Cl)c1 | 97 | 98 | 101 | 4 | 17 | x | 100 | 1.1 | 11 | 97 | 100
CC(=O)c1ccc(NC(=O)CSc2ccc(-c3ccc4c(c3)OCO4)nn2)cc1 | 101 | 102 | 104 | 3 | 30 | x | 100 | 0.2 | 16 | 102 | 101
CC(C)CC(C(=O)Nn1cnnc1)N1C(=O)c2ccccc2C1=O (stereo unspecified) | 97 | 100 | 95 | 0 | -3 | x | 100 | 0.1 | 10 | 101 | 99
CCOC(=O)c1[nH]cnc1C(=O)Nc1ccncc1 | 95 | 97 | 99 | 2 | -11 | -8 | 97 | 0.1 | 23 | 98 | 97
CCCC1(C)Nc2ccccc2-c2nc3ccccc3n21 (stereo unspecified) | 99 | 101 | 102 | 1 | 3 | x | 101 | 0.2 | 40 | 101 | 101
CCOC(=O)C1CCCN(C(=O)COC(=O)c2cc(=O)c3ccccc3o2)C1 (stereo unspecified) | 100 | 102 | 100 | 3 | -9 | x | 103 | 1.3 | 6 | 101 | 102
Cc1nn(C)cc1C1C2=C(CC(C)(C)CC2=O)OC2=C1C(=O)CC(C)(C)C2 | 100 | 100 | 107 | -1 | 6 | x | 105 | -0.2 | 20 | 97 | 105
Cc1[nH]c2ccccc2c1C(=O)COC(=O)Cn1cnc2ccccc21 | 97 | 96 | 100 | 6 | 13 | -11 | 96 | 0.8 | 20 | 98 | 100
COc1cccc(C2CC(c3ccccc3Cl)Nc3nc(N)nn32)c1 (stereo unspecified) | 99 | 102 | 106 | 6 | -18 | -16 | 103 | 0.8 | 5 | 98 | 104
COCCn1c(SCC(N)=O)nc2c(c1=O)SC(C)C2 (stereo unspecified) | 99 | 102 | 103 | 1 | 0 | x | 101 | 0.2 | 7 | 103 | 100
Cc1cc(Nc2ccc(Br)c(C)c2)n2nc(C)nc2n1 | 95 | 96 | 96 | 3 | 10 | x | 95 | 0.5 | 7 | 99 | 97
COc1ccc(C(=O)Nn2c(SCC(=O)c3ccccc3)nc3ccccc3c2=O)cc1 | u | u | u | 0 | -12 | 5 | u | 0.5 | 37 | u | u
COCCn1c(=NC(=O)c2ccc(S(=O)(=O)N3CCc4ccccc4C3)cc2)sc2cc(OC)ccc21 | 102 | 101 | 105 | -11 | -248 | x | 101 | -3.0 | 4 | 103 | 103
CC(=O)Nc1ccc(OCC(O)CN2CCN(c3cc(Cl)ccc3C)CC2)cc1 (stereo unspecified) | 99 | 101 | 100 | -3 | -6 | 5 | 102 | -1.7 | 7 | 96 | 101
CC(C)Oc1ccc(C(=O)NC2(C(F)(F)F)N=C3SCCN3C2=O)cc1 (stereo unspecified) | 105 | 105 | 110 | 2 | 13 | -18 | 106 | 0.5 | 7 | 105 | 104
O=C(NC1(C(F)(F)F)N=C(c2ccccc2)NC1=O)c1ccc(Cl)cc1Cl (stereo unspecified) | 100 | 102 | 103 | 2 | 12 | 25 | 97 | 0.3 | 12 | 101 | 102
COCCN=c1scc(C)n1/N=C/C1CC2C=CC1C2 (stereo unspecified) | 94 | 96 | 96 | 9 | -5 | 13 | 95 | 1.6 | 12 | 96 | 97
O=C(/C=C/c1cccc([N+](=O)[O-])c1)Nc1ccccc1N1CCOCC1 | 99 | 98 | 103 | 40 | 6 | 5 | 100 | 1.8 | 4 | 101 | 97
OC(COCc1cccs1)CN1CCN(c2ccccn2)CC1 (stereo unspecified) | 97 | 98 | 98 | 1 | 6 | x | 98 | 0.6 | 8 | 98 | 100
Cc1ccccc1OCC(=O)Nc1ccc2c(c1)n(C)c(=O)n2C | 94 | 97 | 97 | 20 | -2 | -10 | 98 | 2.6 | 10 | 101 | 97
CCCCC(=O)OCC(=O)Nc1ccc(SC(F)F)cc1 | 94 | 97 | 98 | 6 | 15 | x | 96 | 1.1 | 8 | 99 | 94
COC(=O)c1ccc(NC(=S)N2CCN(Cc3ccccc3OC)CC2)cc1 | 94 | 96 | 99 | 2 | 9 | 25 | 95 | 0.2 | 12 | 95 | 97
COc1ccc(NC(C)=O)cc1NC(=O)CSc1nnc(-c2ccccc2)n1N | 91 | 92 | 90 | 0 | 3 | -19 | 90 | 0.0 | 24 | 93 | 89
NC(=O)[C@@H]1CCCNc2c(I)cc([N+](=O)[O-])cc2C(=O)N[C@@H](Cc2ccccc2)C(=O)N[C@@H](Cc2cnc[nH]2)C(=O)N1 | 99 | 102 | 105 | 2 | 17 | x | 101 | 0.9 | 11 | 105 | 101
CCCc1cc(=O)n2[nH]c(NCc3ccccc3Cl)nc2n1 | 89 | 94 | 93 | 1 | 0 | 3 | 93 | 0.2 | 29 | 94 | 91
O=S1(=O)Cc2cc3ccccc3cc2C1 | 95 | 97 | 98 | 0 | -5 | x | 95 | 0.2 | 10 | 103 | 93
Cc1cc(C)[n+](-c2ccc(F)cc2)c2[nH]c(=O)[nH]c(=O)c12 | 97 | 98 | 103 | 0 | 21 | 3 | 98 | 0.0 | 7 | 96 | 103
CC(C)Cc1cc(C(=O)N2N=C(C(F)F)CC2(O)C(F)F)c2ccccc2n1 (stereo unspecified) | 98 | 100 | 101 | 0 | 1 | 6 | 98 | 0.4 | 6 | 101 | 101
CC(C)CCOP(=O)(c1ccc(N(C)C)cc1)C(O)c1ccccc1F (stereo unspecified) | 98 | 100 | 98 | 3 | -4 | 0 | 98 | 1.2 | 16 | 99 | 98
CCOP(=O)(OCC)C(NC(=O)Nc1ccc(Cl)c(Cl)c1)c1ccccc1 (stereo unspecified) | 98 | 99 | 96 | 17 | 11 | -8 | 100 | 1.3 | 4 | 104 | 99
c1coc(-c2nnc3sc(Cc4cccs4)nn23)c1 | u | u | u | 4 | 39 | x | u | 0.2 | 21 | u | u
Cc1ccc(-n2nnnc2-c2cnc3ccc(Cl)cc3c2-c2ccccc2)cc1 | 93 | 98 | 94 | 0 | 3 | -7 | 98 | 0.5 | 10 | 97 | 92
CNC(=O)c1ccccc1NC(=O)C1CC(=O)N(c2ccc(OC)cc2)C1 (stereo unspecified) | 95 | 97 | 98 | 2 | 5 | -48 | 98 | 0.5 | 11 | 95 | 98
COc1cc(/C=N/NC(=O)CC2(C)OCCO2)cc(Br)c1O | 95 | 96 | 97 | 0 | 39 | 10 | 99 | 0.3 | 6 | 104 | 96
Cc1ccc2ccccc2c1NC(=O)Cn1nnc(-c2cccnc2)n1 | 97 | 98 | 97 | 0 | -2 | x | 100 | 0.1 | 5 | 97 | 97
Cc1cc(NC(=O)CCCS(=O)(=O)c2nc(-c3cccs3)cc(C(F)(F)F)n2)no1 | 100 | 101 | 101 | 4 | -1 | x | 99 | 0.5 | 36 | 105 | 102
CC(=O)c1sc2ccccc2c1OC(=O)c1ccco1 | 92 | 99 | 93 | 1 | -1 | x | 95 | 0.3 | 9 | 92 | 96
Nc1cc(C(=O)O)ccc1Sc1ccccc1C(=O)O | 93 | 96 | 97 | 0 | 19 | x | 95 | -0.1 | 8 | 96 | 95
O=C(COC(=O)c1cccnc1Cl)Nc1ccccc1OC(F)F | 95 | 98 | 103 | 5 | 0 | 15 | 97 | 0.3 | 8 | 105 | 95
S=C(NCc1ccc(Cl)cc1)N1CCN(c2ccccn2)CC1 | 96 | 92 | 97 | 1 | 7 | x | 97 | 0.7 | 9 | 102 | 100

Ordered by the number under Cdc42 wt GTP (smallest number first): 3 from the list above
compound | Rac1 act GTP bind | HRas wt GTP | Rac1 wt modul | ABCG2 block | Mcl1-Noxa inh | Rab2 wt GTP | Avidin bead fluor | Rab7 wt GTP bind | Cdc42 wt GTP
O=C(COC(=O)c1cccnc1Cl)Nc1ccccc1OC(F)F | 95 | 98 | 103 | 5 | 0 | 97 | 8 | 105 | 95
CC(=O)c1sc2ccccc2c1OC(=O)c1ccco1 | 92 | 99 | 93 | 1 | -1 | 95 | 9 | 92 | 96
Cc1cc(NC(=O)CCCS(=O)(=O)c2nc(-c3cccs3)cc(C(F)(F)F)n2)no1 | 100 | 101 | 101 | 4 | -1 | 99 | 36 | 105 | 102

Rows are unselected; about 2.3% have a hit in one of these screens.
